Screening data: PubChem BioAssay, National Center for Advancing Translational Sciences (NCATS)
GAA inh: alpha-glucosidase (human) inhibition; P10253; purified human GAA, 4-MU-alpha-glucoside fluorescence; Potency, µM (series often up to 76.9 µM), for the others: top-dose activity change, negative = inhibition, actives largely listed as inhibitors; hit rate 0.005% among 200,000;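 note: plate controls were uninhibited enzyme wells for no effect and no-enzyme background for full effect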
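Human alpha-glucosidase, 4 nM, pre-mixed with test compounds before 400 uM 4-methylumbelliferyl substrate; 20 min room temperature at pH 5.0. Fluorescence read after pH 10 stop; AC50 values from Hill-equation fits.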
Epigenetic reg: derepresses silenced GFP reporter in murine cells | murine LDR cells, GFP reporter derepression, 30 h | Potency, µM (doses to about 53.9 µM), for inactives: at the top dose GFP activation, hits mostly activators | hit rate 0.2% among 280,000 | AID 1865; note: % of control where 0% means no effect; nearly all actives have a fitted effect of over 60% in size
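Reporter derepression read as number of fluorescent GFP-positive objects, 20-120 um in size, counted by laser-scanning cytometer. Mouse LDR line with an epigenetically silenced CMV-GFP locus; compound incubation 30 h, 37 C.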
NPSR antag: neuropeptide S receptor (human) antagonism, cAMP; CHO-NPSR cells, cAMP TR-FRET, antagonist mode; Potency, µM (titrated, usually from 38.3 µM), for the others: at the top dose activity change, negative = inhibition, most hits filed as inhibitors; hit rate 1% among 220,000; note: % is set by controls: 0 for no effect and ±100 for the full control effect; nearly all actives have a fitted effect of over 50% in size; many of its hits are not listed in these tables
Target sequence (Q6W5P4 whole entry, looked up): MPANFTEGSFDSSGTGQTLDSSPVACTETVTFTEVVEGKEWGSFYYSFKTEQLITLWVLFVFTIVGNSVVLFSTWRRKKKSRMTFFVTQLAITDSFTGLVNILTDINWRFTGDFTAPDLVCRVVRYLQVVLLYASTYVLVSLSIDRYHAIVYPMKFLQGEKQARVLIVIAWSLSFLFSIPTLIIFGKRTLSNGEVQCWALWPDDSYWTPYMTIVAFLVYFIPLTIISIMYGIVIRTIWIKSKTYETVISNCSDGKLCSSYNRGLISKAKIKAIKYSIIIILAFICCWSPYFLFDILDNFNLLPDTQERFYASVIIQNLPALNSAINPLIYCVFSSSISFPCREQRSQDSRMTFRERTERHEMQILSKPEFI
ALDH1A1 inh: inhibitors of human aldehyde dehydrogenase 1A1 | hit rate 7.3% among 220,000 | Potency, µM (top dose mostly 75.3 µM), without a hit: top-dose activity, negative = inhibition, usual class: inhibitors | Purified ALDH1A1, NADH fluorescence, propionaldehyde substrate | P00352; active = well fitted inhibition curve with a large enough effect, not every such curve was filed as active; inconclusive = small, poorly fitted or top-dose-only effect, or another doubt; inactive = no such curve, though single readings can be large or run the other way;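 note: plate controls were no enzyme wells and a reference inhibitor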
Target sequence (P00352 whole entry, looked up): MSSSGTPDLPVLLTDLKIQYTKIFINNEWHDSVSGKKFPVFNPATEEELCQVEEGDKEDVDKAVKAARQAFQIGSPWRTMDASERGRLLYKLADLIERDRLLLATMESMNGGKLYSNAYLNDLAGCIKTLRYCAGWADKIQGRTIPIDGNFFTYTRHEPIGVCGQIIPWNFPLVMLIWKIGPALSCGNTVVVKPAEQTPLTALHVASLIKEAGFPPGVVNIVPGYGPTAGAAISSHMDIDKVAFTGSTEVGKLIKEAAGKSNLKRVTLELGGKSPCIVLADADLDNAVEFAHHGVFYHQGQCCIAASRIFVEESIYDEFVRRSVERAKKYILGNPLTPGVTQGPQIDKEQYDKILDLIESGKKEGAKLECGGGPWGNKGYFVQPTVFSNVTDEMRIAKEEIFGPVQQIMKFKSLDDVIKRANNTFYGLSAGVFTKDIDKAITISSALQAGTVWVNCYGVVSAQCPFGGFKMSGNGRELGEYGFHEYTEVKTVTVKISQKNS
GAA glycogen: inhibitors or activators of human alpha-glucosidase glycogen cleavage; P10253; recombinant GAA, glycogen substrate, Amplex Red glucose oxidase fluorescence; Potency, µM (doses to about 76.4 µM), for the others: top-dose activity change, negative = inhibition, most hits filed as inhibitors; hit rate 0.38% among 300,000;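 note: 0% = full enzyme reaction and -100% = no-enzyme basal signal; the screen sought inhibitors and activators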
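Recombinant enzyme (4 nM final) with compounds titrated up to 77 uM and bovine liver glycogen (30 ug) in citrate pH 5.0, 0.01% Tween-20, 37 C 40 min. Released glucose detected by Amplex Red/glucose oxidase (Ex 573/Em 610); AC50 from Hill fits.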
Tau fluor counter: counter-screen for tau fibril formation inhibitors; tau K18 P301L Alexa594 fluorescence, heparin fibrillization; AID 1463; Potency, µM (doses to about 57.7 µM), for inactives: at the top dose activity change, negative = decrease; hit rate 0.93% among 280,000; note: % is set by controls: 0 for no effect and ±100 for the full control effect; nearly all actives have a fitted effect of over 55% in size
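Human tau K18 P301L (15 uM unlabeled, 0.24 uM Alexa 594-labeled) in 100 mM sodium acetate pH 7 with 20 uM heparin, 6 hr at 37 C. ThT 30 uM added, 1 hr ambient; Alexa 594 FP and total fluorescence read at 555/632 nm.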
GLA spleen mod: inhibits or activates alpha-galactosidase in human spleen homogenate; human spleen homogenate, 4MU-alpha-Gal fluorescence, 40 min; Potency, µM (highest dose often 80 µM), for the others: at the top dose activity change, negative = inhibition, usual class: inhibitors; hit rate 0.008% among 240,000;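 note: 0% = enzyme with vehicle and -100% = no enzyme basal signal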
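qHTS titration in buffer at pH 5.0. Alpha-galactosidase activity in spleen homogenate was measured via 4-methylumbelliferone release from 1 mM fluorogenic substrate after 40 min at 37C and a pH 10 stop. AC50 came from Hill fits of control-normalized data.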
aGlu spleen mod: lysosomal alpha-glucosidase (human) modulation; hit rate 0.006% among 240,000; P10253; human spleen homogenate, 4-MU-alpha-glucoside fluorescence; AID 2112; Potency, µM (highest dose often 79.9 µM), without a hit: top-dose activity change, negative = inhibition, hits mostly inhibitors;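 note: 0% = enzyme with vehicle and -100% = no enzyme basal signal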
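Compounds were titrated against alpha-glucosidase in spleen homogenate at pH 5.0, with 1 mM 4-methylumbelliferyl substrate for 40 min at 37 C. Reactions were quenched with pH 10 NaOH/glycine and fluorescence measured.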
* hit, by the source's call; ? = inconclusive; . = not tested or not shown; [ ] = dose if it differs, or a comment. Unless noted, calls come from the whole dose curve; as a rule, active = well fitted curve in the direction sought with a large enough effect; inconclusive = small, poorly fitted or top-dose-only effect, or another doubt; inactive = no such curve, though single readings can be large; an effect the other way counts as inactive or inconclusive. Potency is the fitted concentration of half-maximal effect.

SMILES | GAA glycogen | aGlu spleen mod | ALDH1A1 inh | GLA spleen mod | Tau fluor counter | Epigenetic reg | GAA inh | NPSR antag
Cn1cccc1C(=O)NC(=O)COC(=O)CC12CC3CC(CC(Br)(C3)C1)C2 | -10% | -8% | 2% | 3% | -22% | 1.0% | -6% | -10%[46.1 µM]
O=C(Nc1ccc(Cl)cn1)c1cc2c(s1)-c1ccccc1OC2 | 5% | 9% | ? | ? | -23% | 0.9% | ? | 55%
Cc1ccc(NC(=O)COC(=O)CN2CSCC2=O)cc1C | 2% | 10% | -9% | 4% | -4% | -2.8% | 1% | 9%[46.1 µM]
O=C(N/N=C/C(Cl)=C/c1ccccc1)c1cnccn1 | 0% | 2% | -20% | -1% | -3% | 0.0% | -8% | -27%[46.1 µM]
CN(C)c1ccc(/C=C/c2cc[n+]([O-])cc2)cc1 | ? | -2% | 0% | 2% | -8% | 0.0% | -11% | -16%[46.1 µM]
CCC(CC)C(=O)Nc1ccc(Sc2ccc([N+](=O)[O-])cc2)cc1 | -4% | -2% | 1.1µM* | -8% | -14% | 4.1% | -2% | ?
Cc1sc2ncnc(N3CCCC(C)C3)c2c1C (stereo unspecified) | 5% | -3% | -8% | 4% | 5% | 1.1% | 0% | -19%
CCC(CC)c1nnc(NC(=O)c2ccc(N3CCCC3=O)cc2)s1 | -1% | 4% | 3% | 6% | 5% | -1.2% | 11% | -3%[46.1 µM]
c1ccc(C(c2nnnn2Cc2ccco2)N2CCN(C3CCCC3)CC2)cc1 (stereo unspecified) | 5% | -1% | -7% | 3% | 3% | -1.0% | 12% | -11%[46.1 µM]
Cc1ccc(S(=O)(=O)CCc2nnc(N)s2)cc1C | 7% | -6% | -7% | -3% | 0% | 0.0% | 0% | -6%[46.1 µM]
C=CCNC(=O)C1CC(=O)N(c2ccc(Br)cc2)C1 (stereo unspecified) | -5% | -2% | -2% | 0% | 3% | -1.2% | -7% | -16%[46.1 µM]
COc1ccccc1N1CCN(C(=O)COc2ccc(C)cc2Br)CC1 | -11% | -1% | ? | 7% | -7% | 0.3% | -7% | -11%[46.1 µM]
COc1cc2c(cc1OC)-c1cc(NC3CCCC3)nc(=O)n1CC2 | -8% | 1% | ? | 7% | 1% | -0.1% | -2% | -3%[46.1 µM]
CCc1nnc(NC(=O)CSc2nccn2-c2ccccc2)s1 | -3% | -1% | -6% | 5% | -10% | 3.0% | -1% | 12%
CCOC(=O)C(=CNc1cc(C)ccn1)C(=O)OCC | -1% | 4% | -2% | 7% | -5% | 1.0% | -3% | 2%
O=C(CCl)N1N=C(c2cccs2)CC1c1ccco1 (stereo unspecified) | -1% | 0% | 0.45µM* | 0% | -19% | -1.0% | -5% | ?
O=C(CCSCCc1ccccn1)Nc1ccc(Cc2ccncc2)cc1 | -3% | -3% | 6% | -5% | -3% | ? | 1% | 9%
O=C(COc1ccccc1)NCC(=O)Nc1ccc(S(=O)(=O)NCc2ccco2)cc1 | -6% | 7% | 2% | 14% | -14% | 1.1% | 0% | -15%[46.1 µM]
O=C(Nc1ccc2[nH]c(=O)[nH]c2c1)c1cc(F)c(F)cc1Cl | 3% | 0% | . | -1% | 0% | 0.0% | . | 16%
O=C(COc1ccc(F)cc1)c1c(O)cc(O)cc1O | ? | 12% | . | 7% | ? | 0.0% | . | -23%
CCn1nc(C(=O)OCC(=O)NCCN2C(=O)CSC2=O)c2ccccc2c1=O | 3% | 6% | 12% | 1% | 0% | 0.8% | -8% | 5%[46.1 µM]
COc1ccc(CNC(=O)c2cc3c(=O)n4ccccc4nc3n(Cc3cccnc3)c2=N)cc1 | 3% | 9% | ? | 15% | -11% | 5.7% | -5%[15.4 µM] | -14%[46.1 µM]
CN(C)CCNS(=O)(=O)c1ccc(Cl)cc1 | 3% | -7% | 2% | 3% | 3% | 1.8% | -25% | ?
CCn1c(NCCO)nc2c(c1=O)C(C)(CC)Cc1ccccc1-2 (stereo unspecified) | 3% | 2% | ? | 9% | -25% | 1.1% | 14% | 33%
COC(=O)c1ccc(C2C(C(=O)OCC(C)C)=C(C)N=C3SCCC(=O)N32)cc1 (stereo unspecified) | 2% | -4% | -4% | -4% | -12% | -0.9% | 1% | ?
CN(CC(=O)Nc1ccccc1C(F)(F)F)C(=O)CSc1nnnn1C | 4% | -12% | -4% | -1% | 3% | -1.5% | 1% | 9%
CCN(CC)Cc1nc2c(c(=O)[nH]1)C1(CCCCC1)Cc1ccccc1-2 | -5% | -6% | 25µM* | -16% | -6% | 0.0% | -7% | 10%[46.1 µM]
COc1ccccc1CNC(=O)CCS(=O)(=O)c1cccc2nonc12 | 11% | -1% | 18µM* | 8% | 1% | 2.1% | -8% | -14%[46.1 µM]
Cc1ccccc1Nc1cccc2nonc12 | -14% | 1% | -4% | 4% | -5% | 6.1% | 0% | 0%
N/C(Cc1cccc2ccccc12)=N\OC(=O)Cc1cccs1 | -2% | 3% | ? | 0% | 11% | 0.0% | 4% | 1%

New compounds follow:
SMILES | GAA glycogen | aGlu spleen mod | ALDH1A1 inh | GLA spleen mod | Tau fluor counter | Epigenetic reg | GAA inh | NPSR antag
Oc1ccc2ccccc2c1C=Nc1ccccc1-c1nc2ccccc2[nH]1 | -14% | 22% | ? | ? | ? | -0.7% | ? | ?
CN(CC(=O)Nc1cccc(F)c1)CC(=O)Nc1ccc(Cl)cc1[N+](=O)[O-] | 8% | 5% | ? | 3% | -7% | -2.7% | -8% | 20%
O=C(NCCN1CCOCC1)c1ccc2c(c1)N(Cc1ccccc1F)C(=O)c1ccccc1S2 | 0% | -12% | -11% | -4% | -23% | -1.1% | -4% | -30%
CCN(C(=O)c1cc2cc(OC)ccc2oc1=O)c1cccc(C)c1 | -13% | 0% | ? | 8% | -4% | 0.4% | -5% | -7%[46.1 µM]
CCOc1ncccc1C(=O)OCC(=O)NCCc1ccc(OC)cc1 | -11% | 6% | 3% | 2% | 3% | -5.9% | -2% | -8%[46.1 µM]
COc1ccccc1NC(=O)N1CCN(c2ccc3nncn3n2)CC1 | 16% | 1% | -1% | 0% | -1% | -0.2% | . | -2%
Cc1ccc(C(=O)C2CCN(CC(=O)N3CCN(c4ccc(F)cc4)CC3)CC2)cc1 | 2% | -10% | -12% | -1% | -13% | -1.1% | -2% | -3%
Cc1ccc(-c2[nH]c3ccccc3c2SCCNC(=O)c2cc3ccccc3oc2=O)cc1 | -5% | 0% | -8% | -5% | 8.9µM*[quencher] | 2.3% | -5% | -20%
CN(C)CC(C)(C)CN=Cc1c(O)[nH]c2ccccc12 | 2% | -4% | . | -1% | -8% | 3.8% | . | -2%
O=C(c1cc(-c2ccncc2)nc2ccc(Cl)cc12)N1CCN(C(=O)C2CCCO2)CC1 (stereo unspecified) | 5% | -6% | -10% | 0% | 2% | -0.9% | -2% | -8%[46.1 µM]
Cn1c(=O)[nH]c2nnc(-c3ccc(Cl)c(Cl)c3)nc2c1=O | -18% | -17% | . | -8% | -18% | -0.1% | -7%[15.4 µM] | -34%
O=C(CN1CCOCC1)NC1C2CC3CC(C2)CC1C3 (stereo unspecified) | 9% | -7% | ? | -9% | -2% | -0.2% | -6% | 1%[46.1 µM]
COC(=O)[C@@H]1CCCN1Cc1nc(Cc2ccc(OC)c(OC)c2)no1 | 11% | 2% | 0.89µM* | -2% | -9% | -1.1% | ? | 0%
Cn1ccc2c([N+](=O)[O-])cccc2c1=O | 1% | -26% | -10% | 8% | 1% | 0.5% | ? | 0%
CCS(=O)(=O)Nc1ccc2[nH]c(=O)[nH]c2c1 | 21% | 8% | 4% | 2% | 3% | 0.0% | -1% | 22%
COc1ccc2cc(/C=N/NC(=O)CN(c3ccccc3C)S(=O)(=O)c3ccccc3)c(Cl)nc2c1 | 5% | 1% | ? | 4% | -2% | 0.9% | -5% | -53%
CN(C(=O)COC(=O)c1cccc(NS(=O)(=O)c2ccc(F)c(F)c2)c1)C1CCS(=O)(=O)C1 (stereo unspecified) | -3% | -1% | -11% | 0% | 6% | -0.9% | -12% | -5%
O=[N+]([O-])c1ccc(O)c(NC(=S)Nc2ccccc2)c1 | ? | -7% | 22µM* | -5% | ? | 3.9% | -2% | -15%[46.1 µM]
CCOC(=O)c1c(-c2ccccc2)csc1NC(=O)c1ccc(S(=O)(=O)N2CC(C)OC(C)C2)cc1 (stereo unspecified) | 4% | -14% | -9% | -16% | -2% | 2.6% | ? | 0%[46.1 µM]
O=C(NCc1ccco1)c1ccc2c(c1)N(Cc1ccccc1)C(=O)CS2=O (stereo unspecified) | -2% | 2% | -6% | 3% | 2% | -1.0% | -9% | 4%[46.1 µM]
CCN(CC)c1ccc(NC(=O)OC)cc1 | 10% | -4% | 9% | -5% | -20% | -1.5% | -2% | -3%[46.1 µM]

Compounds shown so far containing an NH in an aromatic ring (7):
SMILES | GAA glycogen | aGlu spleen mod | ALDH1A1 inh | GLA spleen mod | Tau fluor counter | Epigenetic reg | GAA inh | NPSR antag
O=C(Nc1ccc2[nH]c(=O)[nH]c2c1)c1cc(F)c(F)cc1Cl | 3% | 0% | . | -1% | 0% | 0.0% | . | 16%
CCN(CC)Cc1nc2c(c(=O)[nH]1)C1(CCCCC1)Cc1ccccc1-2 | -5% | -6% | 25µM* | -16% | -6% | 0.0% | -7% | 10%[46.1 µM]
Oc1ccc2ccccc2c1C=Nc1ccccc1-c1nc2ccccc2[nH]1 | -14% | 22% | ? | ? | ? | -0.7% | ? | ?
Cc1ccc(-c2[nH]c3ccccc3c2SCCNC(=O)c2cc3ccccc3oc2=O)cc1 | -5% | 0% | -8% | -5% | 8.9µM*[quencher] | 2.3% | -5% | -20%
CN(C)CC(C)(C)CN=Cc1c(O)[nH]c2ccccc12 | 2% | -4% | . | -1% | -8% | 3.8% | . | -2%
Cn1c(=O)[nH]c2nnc(-c3ccc(Cl)c(Cl)c3)nc2c1=O | -18% | -17% | . | -8% | -18% | -0.1% | -7%[15.4 µM] | -34%
CCS(=O)(=O)Nc1ccc2[nH]c(=O)[nH]c2c1 | 21% | 8% | 4% | 2% | 3% | 0.0% | -1% | 22%

Only part of the results is shown; count on the stated rates, not on these rows.
